Compound activity (PubChem)
HDAC3 inhib – HDAC3 deacetylase inhibitors, primary screen, biochemical, fluorescence, cell-free homogeneous; Histone deacetylase 3 (Homo sapiens), O15379; recombinant HDAC3, fluorogenic peptide/trypsin coupled; inhibition, % at 8.3 µM; 320,000 tested, 0.15% active; AID 2718, 2010; in the data active means inhibition above about 26%, passing the limit was not always enough; inconclusive means no clear call, values can overlap the other calls
Target sequence (O15379 whole entry, looked up): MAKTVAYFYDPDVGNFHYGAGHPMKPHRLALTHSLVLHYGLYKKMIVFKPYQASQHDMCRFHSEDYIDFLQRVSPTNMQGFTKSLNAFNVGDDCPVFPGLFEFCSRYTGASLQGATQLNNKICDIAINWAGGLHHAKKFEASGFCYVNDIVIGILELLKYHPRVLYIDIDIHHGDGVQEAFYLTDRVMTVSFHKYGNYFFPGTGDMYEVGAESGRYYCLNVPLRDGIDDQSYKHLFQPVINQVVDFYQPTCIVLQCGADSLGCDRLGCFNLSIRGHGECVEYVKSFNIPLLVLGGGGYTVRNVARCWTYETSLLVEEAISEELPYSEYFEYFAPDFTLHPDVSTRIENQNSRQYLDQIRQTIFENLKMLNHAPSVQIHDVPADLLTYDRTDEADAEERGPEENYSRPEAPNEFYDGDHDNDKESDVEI
ANO1 activ – TMEM16A chloride channel activators or potentiators, primary screen, cell-based, HTS | HEK293 TMEM16A/YFP-H148Q/I152L, iodide quench fluorescence; stronger effect = lower value | B-score at 10 µM | 340,000 tested, 0.3% active | AID 623877, 2012;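 active means fluorescence-ratio B-score plate-corrected deviation score at least 3 library SD below zero, with starting fluorescence score within 5 deviations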;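 further: channel opened by trigger with iodide after compound preincubation; score built on the fluorescence ratio of max minus min over baseline; more negative score means more quench and so TMEM16A activation or potentiation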
MrgX1 agonist – agonists of human MrgX1 receptor, primary screen, HEK293 cells, Fluo-4 calcium flux; Fluo-4 calcium fluorescence, agonist mode; stronger effect = higher value; 310,000 tested, 0.44% active; B-score at 10 µM; AID 588627, 2011;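 active means calcium response B-score plate-corrected fluorescence ratio at least 3 library SD, with starting fluorescence B-score inside 5 SD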
Target sequence (Q96LB2 whole entry, looked up): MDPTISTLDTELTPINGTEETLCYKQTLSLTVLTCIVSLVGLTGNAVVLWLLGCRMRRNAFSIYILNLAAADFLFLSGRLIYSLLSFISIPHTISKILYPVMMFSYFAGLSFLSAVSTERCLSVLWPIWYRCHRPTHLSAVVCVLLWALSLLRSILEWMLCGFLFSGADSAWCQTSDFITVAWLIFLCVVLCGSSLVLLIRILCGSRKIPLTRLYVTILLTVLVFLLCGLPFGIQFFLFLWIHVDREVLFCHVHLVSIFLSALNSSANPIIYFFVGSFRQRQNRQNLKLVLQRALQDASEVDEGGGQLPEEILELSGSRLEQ
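Test system: HEK293 cells stably expressing human MrgX1 receptor; Input: fifteen thousand cells per well; Dosing: compound delivered in addition one of three; Schedule: overnight seeding, then 1 h dark dye loading; Technique: Fluo-4 NW calcium fluorescence; Measure: B-scored fluorescence response ratio; Controls: positive and negative controls per plate.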
TRPC6 inhibitor – mouse TRPC6 channel inhibitors, primary screen, cell-based, HEK293, membrane potential dye. ACh-evoked depolarization; stronger effect = lower value. B-score at 10 µM. Short transient receptor potential channel 6 (Mus musculus), Q61143. AID 2553, 2010. 310,000 tested, 1.1% active;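 active means B-score under library mean minus 3 SD, initial fluorescence not abnormally high, positive integrated signal ratio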;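 further: B-score derived from integrated fluorescence ratio over the kinetic read; more negative B-score means stronger inhibition of depolarization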
RGS4 act – RGS4 potentiators or activators, primary screen, cell-based, HEK293 M3R inducible RGS4, calcium flux; carbachol calcium flux Fluo4; stronger effect = lower value; B-score at 10 µM; 310,000 tested, 0.92% active;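 active means B-score of the integrated calcium signal more than 4 SD below the library mean, with starting fluorescence not abnormally high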;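 further: negative B-score means reduced calcium response which marks RGS4 activation or potentiation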
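Detection: kinetic calcium fluorescence imaging with Fluo4-AM dye, 2 µM / Material: HEK293 cells with stable M3R and inducible RGS4 / Schedule: recording 10 s baseline at 1 Hz, 100 s post-agonist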
MrgX1 allo act – positive allosteric modulators of MrgX1, primary screen, HEK293 cells, Fluo-4 calcium flux; 310,000 tested, 0.63% active; B-score at 10 µM; FDSS; stronger effect = higher value; Mas-related G-protein coupled receptor member X1 (Homo sapiens), Q96LB2; AID 588675, 2011;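 active means plate-corrected calcium response at least 3 library SD above typical, normal starting fluorescence, not activating the receptor alone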;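 further: compound read alongside a low EC10 to EC30 dose of BAM8-22 agonist; peak minus trough fluorescence over baseline measured at the second addition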
RGS4 inh – RGS4 inhibitors, primary screen, cell-based, HEK293 M3R inducible RGS4, calcium flux. B-score at 10 µM. 310,000 tested, 0.45% active. Regulator of G-protein signaling 4 (Homo sapiens), P49798. Fluo-4 calcium flux; stronger effect = higher value; triggered by carbachol at its EC20;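 active means B-score, a plate-corrected calcium signal, over three deviations above library mean, with baseline fluorescence within five deviations of library mean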;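 further: RGS4 expression induced by doxycycline in cells with stable M3 receptor; B-score is computed from the integrated fluorescence ratio over baseline after carbachol; higher B-score means a larger calcium signal and so more RGS4 inhibition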
Target sequence (P49798 whole entry, looked up): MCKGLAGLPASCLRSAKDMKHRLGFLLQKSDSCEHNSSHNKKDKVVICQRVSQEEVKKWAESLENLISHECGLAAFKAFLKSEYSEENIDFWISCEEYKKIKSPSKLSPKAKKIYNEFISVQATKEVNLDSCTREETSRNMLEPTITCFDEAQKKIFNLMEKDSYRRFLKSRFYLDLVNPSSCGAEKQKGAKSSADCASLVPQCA
MrgX1 antag – antagonists of human MrgX1 receptor, primary screen, HEK293 cells, Fluo-4 calcium flux. BAM8-22 antagonism; stronger effect = lower value. 310,000 tested, 1.3% active. B-score at 10 µM. Mas-related G-protein coupled receptor member X1 (Homo sapiens), Q96LB2;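 active means calcium-response B-score plate-corrected more than 3 library SD below zero, starting fluorescence within 5 deviations, no agonist response on first addition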;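 further: peak minus trough fluorescence over baseline after final BAM8-22 challenge near maximal dose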
TRPC6 activator – mouse TRPC6 channel activators, primary screen, cell-based, HEK293, membrane potential dye | Short transient receptor potential channel 6 (Mus musculus), Q61143 | HEK293-TRPC6 membrane potential dye fluorescence; stronger effect = higher value | B-score at 10 µM | 310,000 tested, 0.13% active;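 active means B-score of the integrated fluorescence ratio above library mean plus 3 SD, and starting fluorescence ratio within library mean plus 5 SD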;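 further: higher score means more depolarization so channel activation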
ANO1 block – TMEM16A chloride channel inhibitors, primary screen, cell-based, HTS; Anoctamin-1 (Mus musculus), Q8BHY3; HEK293 TMEM16A/YFP iodide influx fluorescence, ionomycin; 310,000 tested, 1.2% active; AID 588511, 2011; normalized B-score (activity score, 25-100; higher = stronger inhibition) at 10 µM;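 active means ratio plate-corrected score three or more library SD toward inhibition, starting fluorescence score within five deviations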;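 further: score derived from kinetic fluorescence span divided by baseline fluorescence per well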
SKKanGAS inh – S. pyogenes SKKanGAS growth inhibitors in kanamycin, primary screen, streptokinase expression inhibitor project, SKKanGAS strain, BacTiter-Glo luminescence; 300,000 tested, 1.3% active; inhibition, % at 7.5 µM; 6 h; AID 1662, 2009;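 active means mean replicate score, as percent of positive control median, at least 50; inconclusive means mean below 50 but one replicate at or above 50; inactive means mean and every replicate below 50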;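 further: strain carries kanamycin resistance gene driven by streptokinase promoter and grows in 40 µg/ml kanamycin; loss of luminescence reflects streptokinase promoter inhibition or plain growth inhibition; 0% = median of DMSO wells and 100% = positive control at its reference dose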
* hit, by the source's call; i = inactive; ? = inconclusive; . = not tested or not shown.

SMILES	HDAC3 inhib	ANO1 activ	MrgX1 agonist	TRPC6 inhibitor	RGS4 act	MrgX1 allo act	RGS4 inh	MrgX1 antag	TRPC6 activator	ANO1 block	SKKanGAS inh
COC(=O)c1ccc(COC(=O)c2cc3ccccc3oc2=O)cc1	-8	i	i	i	i	i	i	i	i	i	14
C=CCN1C(=O)[C@@H]2Cc3c([nH]c4ccccc34)C(c3ccc(O)cc3)N2C1=S (some centres undefined)	-3	i	i	i	i	i	i	-5.3*	i	i	31
COC(=O)C1=C(C(=O)OC)[C@@H]2N(C)c3ccccc3[C@@]23C[C@@H](CO)N=C3N1	-6	.	i	i	i	i	i	i	i	i	2
O=C(CSC1CS(=O)(=O)c2cc([N+](=O)[O-])ccc21)NNC(=O)c1ccc(Cl)cc1 (centres undefined)	6	i	i	i	i	i	i	i	i	i	-1
Cc1ccc(-c2noc(C3CCCN(C(=O)c4ccccc4)C3)n2)o1 (centres undefined)	0	i	i	i	i	i	i	i	i	i	1
CCN(CC)CCn1c2c(c(SCC(=O)Nc3cccc4ccccc34)nc1=O)CCC2	6	i	i	i	i	i	i	i	i	i	-5
COc1ccc(CNc2ccc(Br)cc2)cc1	-4	i	i	i	i	i	i	i	i	i	7
COC(=O)Cn1c(=NC(=O)c2ccc(S(=O)(=O)N3CCOCC3)cc2)sc2cc(S(N)(=O)=O)ccc21	-1	i	i	i	i	i	i	i	i	i	4
COc1c(-c2ccc([N+](=O)[O-])cc2[N+](=O)[O-])c(=O)n(C)c(=O)n1C	3	i	i	i	i	i	i	i	i	i	1
COc1ccc(/C=N/Nc2ncnc3sc(C)c(C)c23)cc1	6	i	i	i	i	12*	i	i	i	i	3
CCCN=C1CC(C)(C)CC(=O)/C1=C(/O)CCC	1	i	i	i	i	i	i	i	i	i	8
O=C(CN1CCN(S(=O)(=O)c2ccc(Br)cc2)CC1)N/N=C/c1ccc(Cl)c([N+](=O)[O-])c1	3	i	i	i	i	i	i	i	i	i	11
CC(Oc1ccc2ccccc2c1)C(=O)NNC(=S)NC(=O)c1ccco1 (centres undefined)	2	i	70*	i	i	i	i	i	i	100*	128*
CCn1cc(/C=C/C(=O)NCc2c(C)nn(C)c2C)cn1	?	i	i	i	i	i	i	i	i	i	6
O=C(CCSc1ccccc1)NCCSCc1ccco1	.	i	i	i	i	i	i	i	i	i	4
COC(=O)c1nc[nH]c1C(=O)OC	-9	i	i	i	i	i	i	i	i	i	-6
CCNC(=S)Nc1cccc([N+](=O)[O-])c1	-1	.	i	i	i	i	i	i	i	i	-5
COc1ccccc1N1CCN(c2nc3c(C)cccn3c(=O)c2C=O)CC1	-1	i	i	i	i	i	i	i	i	i	3
O=C(CN1C(=O)NC2NC(=O)NC21)N/N=C/c1ccccc1F (centres undefined)	0	.	i	i	i	i	i	i	i	i	2
CCC1(c2ccc(F)cc2)NC(=O)N(CC(=O)N2CCN(S(=O)(=O)c3ccc(C)cc3)CC2)C1=O (centres undefined)	0	i	i	i	i	i	i	i	i	i	-10
COC(CN1C(=O)C(=O)/C(=C(/O)c2ccccc2)C1c1ccccn1)OC (centres undefined)	2	i	i	i	i	i	i	i	i	i	-3
Cc1cc(C(=O)Nn2cnnc2)ccc1[N+](=O)[O-]	-2	i	i	i	i	i	i	i	i	i	8
CC(=O)C1=C(C)NC2=C(C(=O)c3ccccc32)C1c1ccccc1 (centres undefined)	-4	i	i	i	i	i	i	i	i	i	1
Cn1cc(P(=S)(N2CCOCC2)N2CCOCC2)cc1P(=S)(N1CCOCC1)N1CCOCC1	?	i	i	i	i	i	i	i	i	i	19
CC1(C)CC2(CCO1)OC(=O)CC2C(=O)NCCc1ccccc1 (centres undefined)	7	i	i	i	i	i	i	i	i	i	-3
The list goes on:
SMILES	HDAC3 inhib	ANO1 activ	MrgX1 agonist	TRPC6 inhibitor	RGS4 act	MrgX1 allo act	RGS4 inh	MrgX1 antag	TRPC6 activator	ANO1 block	SKKanGAS inh
CC(=O)NC(CC(=O)N1CCN(C(C)=O)CC1)c1ccccc1 (centres undefined)	0	i	i	i	i	i	i	i	i	i	-5
O=[N+]([O-])c1ccc(-c2n(-c3ccccn3)c3ccccc3[n+]2-c2ccccn2)cc1	-1	i	i	i	i	i	i	i	i	i	-8
COc1ccccc1Oc1ccc(NC(=O)c2ccccc2C)cc1	-3	i	i	i	i	i	i	i	i	i	-12
O=c1cc(CO)oc(C(Nc2cccc(C(F)(F)F)c2)c2ccccn2)c1O (centres undefined)	11	i	i	i	i	i	i	i	i	i	3
Cc1csc(SCC(=O)c2c(N)n(C)c(=O)n(C)c2=O)n1	0	i	i	i	i	i	i	i	i	i	-11
Cc1cc(-c2csc(NC(=O)c3cc4ccccc4o3)n2)c(C)n1C	-14	i	i	i	i	i	i	i	i	i	9
CN(C(=O)COC(=O)C1CCN(S(=O)(=O)c2cccs2)CC1)C1CCS(=O)(=O)C1 (centres undefined)	-1	i	i	i	i	i	i	i	i	i	9
Cc1ccc(-c2cnc(NCc3cc4c(cc3[N+](=O)[O-])OCO4)n2C)cc1C	4	i	i	i	i	i	i	i	i	i	-8
C[C@@H](CSc1ccccc1)CN1CC[C@H](NC(=O)OCc2ccccc2)CCC1=O	21	i	i	i	i	i	i	i	i	i	8
CCOCc1c(C(=O)NC2CCCCCC2)oc2ccccc12	0	i	i	i	i	i	i	i	i	i	0
COC(=O)c1cc(C(=O)OC)cc(N2C(=O)CC(NNC(=O)c3ccccc3Cl)C2=O)c1 (centres undefined)	-1	i	i	i	i	i	i	i	i	i	4
COc1ccccc1N(C)S(=O)(=O)c1ccc(C(=O)NC(C)c2ccccc2)cc1 (centres undefined)	2	i	i	i	i	i	i	i	i	i	-1
COc1cccc(C(=O)Nc2nnc(S(=O)(=O)N(C)c3ccccc3)s2)c1	1	i	i	i	i	i	i	i	i	i	25
CCOc1ccc(C(=O)CN2C(=O)NC3(CCCCCC3)C2=O)cc1	3	i	i	i	i	i	i	i	i	i	1
O=C(/C=C/c1ccco1)NC1=NCCS1	6	i	i	i	i	i	i	i	i	i	-3
N#CC1=C(N)Oc2cc(O)ccc2C1c1cccnc1 (centres undefined)	11	i	i	i	i	i	i	i	i	i	-38
O=C(Cc1ccccc1)NNC(=O)c1cnccn1	-4	i	i	i	i	i	i	i	i	i	4
O=C(Nc1ccccc1F)Nc1cccnc1Cl	-1	i	i	i	i	i	i	i	i	i	-6
FC(F)(F)c1cccc(-c2nnc3ccc(C(F)(F)F)cn23)c1	10	i	i	i	i	i	i	i	i	i	-12
Nc1nc(-c2cccc(Br)c2)cs1	-4	i	i	i	i	i	i	i	i	i	0
COc1ccccc1NC(=O)Cc1csc(NC(=S)Nc2ccccc2)n1	4	i	i	i	i	i	i	i	i	i	48
CCS(=O)(=O)c1nc(S(=O)(=O)c2ccc(C)cc2)c(N2CCN(CCO)CC2)s1	0	i	i	i	i	i	i	i	i	i	12
c1ccc(Cn2nnc3c(N4CCOCC4)ncnc32)cc1	3	i	i	i	i	i	i	i	i	i	1
CC(O)C(=O)NCCOCCOCCNC(=O)C(C)O (centres undefined)	-1	i	i	i	i	i	i	i	i	i	-4
COc1ccc(-c2cc(-c3cccnc3)c(C#N)c(N)n2)cc1	5	i	i	i	i	i	i	i	i	i	0
Further results.
SMILES	HDAC3 inhib	ANO1 activ	MrgX1 agonist	TRPC6 inhibitor	RGS4 act	MrgX1 allo act	RGS4 inh	MrgX1 antag	TRPC6 activator	ANO1 block	SKKanGAS inh
Cc1cnc(C(=O)Nc2ccc(-n3cnnn3)cc2)cn1	3	i	i	i	i	i	i	i	i	i	-8
CCC(=NCc1ccccc1)c1c(C(F)(F)F)[nH]n(-c2nc3ccccc3s2)c1=O	14	i	i	i	i	i	i	i	i	i	13
Cc1nn(C)c(NC(=O)c2ccccc2Cl)c1Cl	8	i	i	i	i	i	i	i	i	i	-2
Cc1cccc(N(CC(=O)NC2CC3CCC2C3)S(=O)(=O)c2ccccc2)c1 (centres undefined)	9	i	i	i	i	i	i	i	i	i	3
CC[C@H](C)C(C(=O)N1CCN(C(=O)OC(C)(C)C)CC1)n1cc(C(CO)NC(=O)OC(C)(C)C)nn1 (some centres undefined)	-3	i	i	i	i	i	i	i	i	i	0
Cc1ccc(SCCN2CCC(C)CCC2=O)cc1 (centres undefined)	6	i	i	i	i	i	i	i	i	i	-1
CN1CCC(=NNC(=O)CSc2ccc(Cl)cc2)CC1	-1	i	i	i	i	i	i	i	i	i	2
CCN(CC)c1nc(-c2ccccc2)nc2ccccc12	6	i	i	i	i	i	i	i	i	i	-3
CCCCNS(=O)(=O)c1ccc(OC)c(C)c1	4	i	i	i	i	i	i	i	i	i	-3
COCCCNC(=S)NNC(=S)Nc1ccc(F)cc1F	-3	i	i	i	i	i	i	i	i	i	-1
CC1CCCN(C(=O)c2cc(S(=O)(=O)N3CCCCC3)c[nH]2)C1 (centres undefined)	-12	i	i	i	i	i	i	i	i	i	0
CC(C)CCNC(=O)C1C2C=CC3(CN(Cc4ccccc4Cl)C(=O)C13)O2 (centres undefined)	2	i	i	i	i	i	i	i	i	i	-6
COCC(=O)Nc1nc2n(n1)C(c1ccccc1Cl)CC(c1ccc(OC)cc1)N2 (centres undefined)	-23	i	i	i	i	i	i	i	i	i	-1
CC(C)(CN1CCN(Cc2ccccc2)CC1)NS(=O)(=O)c1ccc(Cl)cc1	1	i	i	i	i	i	i	i	i	i	-8
CC(=O)OC1CC(n2ccc(NC(=O)c3ccccc3)nc2=O)OC1CO (centres undefined)	1	i	i	i	i	i	i	i	i	i	-5
